High-throughput results: PubChem BioAssay, The Scripps Research Institute Molecular Screening Center
GPR151 activ = activators of human GPR151, primary screen, cell-based, PathHunter beta-arrestin, luminescence | 650,000 tested, 1% active | PathHunter beta-arrestin GPR151 cells | G-protein coupled receptor 151 (Homo sapiens), Q8TDV0 | AID 1508602, 2020 | activation, % at 11.2 µM; in the data active means activation above about 4.9%;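 further: 0% = median of compound wells and 100% = cells with positive control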
FBW7 activator = FBW7 E3 ligase activators, primary screen, biochemical, AlphaScreen, human; AlphaScreen FBW7–phospho-cyclin E peptide binding, activator screen; F-box/WD repeat-containing protein 7 (Homo sapiens), Q969H0; normalized activity (activation), % at 26.1 µM; 650,000 tested, 0.13% active; in the data active means normalized activity above about 1.9%;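 further: purified mutant Fbw7 with reduced substrate affinity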
Target sequence (Q969H0 whole entry, looked up): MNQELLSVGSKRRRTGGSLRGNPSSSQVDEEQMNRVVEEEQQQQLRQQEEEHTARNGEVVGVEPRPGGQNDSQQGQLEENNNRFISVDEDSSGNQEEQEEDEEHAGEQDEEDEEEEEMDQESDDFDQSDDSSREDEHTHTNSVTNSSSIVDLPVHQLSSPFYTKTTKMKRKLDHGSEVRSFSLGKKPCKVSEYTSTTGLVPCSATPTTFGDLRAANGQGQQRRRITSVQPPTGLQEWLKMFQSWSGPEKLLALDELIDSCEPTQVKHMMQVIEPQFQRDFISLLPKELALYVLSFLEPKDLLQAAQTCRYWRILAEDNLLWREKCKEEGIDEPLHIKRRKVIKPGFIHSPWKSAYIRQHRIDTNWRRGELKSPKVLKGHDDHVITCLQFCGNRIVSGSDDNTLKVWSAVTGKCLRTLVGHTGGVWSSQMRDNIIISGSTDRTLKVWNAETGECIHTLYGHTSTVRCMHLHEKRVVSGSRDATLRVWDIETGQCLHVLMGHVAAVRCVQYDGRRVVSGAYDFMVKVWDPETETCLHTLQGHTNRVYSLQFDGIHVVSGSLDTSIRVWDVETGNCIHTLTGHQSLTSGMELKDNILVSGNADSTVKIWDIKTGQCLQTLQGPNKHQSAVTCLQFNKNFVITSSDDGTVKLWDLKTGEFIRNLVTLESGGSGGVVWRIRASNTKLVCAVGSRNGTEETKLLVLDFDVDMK
MITF inh = MITF inhibitors, primary screen, biochemical, AlphaScreen, human; Microphthalmia-associated transcription factor (Homo sapiens), O75030; 650,000 tested, 0.91% active; inhibition, % at 2.6 µM; AID 1259374, 2018; AlphaScreen MITF homodimerization, bead proximity signal; in the data active means inhibition above about 50%;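 further: 0% = vehicle wells with protein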
TEAD-YAP block = TEAD-YAP interaction inhibition, primary screen, TEAD-YAP interaction inhibitor project, luminescence, HEK-TIYL cells | TEAD-Gal4/YAP UAS-luciferase luminescence | inhibition, % at 9.12 µM | 640,000 tested, 1.4% active; in the data active means inhibition above about 32%;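 further: 0% = median of test compound wells and 100% = reference inhibitor wells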
The depositor's hits bear a star; nt = no result given. Rows were taken by chance. About 3.4% of those tested had a hit in this group.

SMILES	GPR151 activ	FBW7 activator	MITF inh	TEAD-YAP block
Cc1cc(C)cc(C(=O)N2CCN(S(=O)(=O)c3cc4c5c(c3)CCN5C(=O)CC4)CC2)c1	2.6	0.0	-14	13
CCCC(=O)Nc1ccc(NC(=O)c2ccccc2[N+](=O)[O-])cc1	-1.1	-0.1	1	4
O=C(CSc1ncccn1)NCc1cccc(C(F)(F)F)c1	5.8*	0.5	4	-26
CCn1c(N2CCCC(C(=O)NCC(C)O)C2)nc2ccccc21 (stereo not given)	0.5	0.4	-4	4
CCCSCCCNC(=O)C(C)n1c2ccccc2c2nc(=O)cc(C)n21 (stereo not given)	1.0	0.3	9	4
CS(=O)(=O)N1CC(C(=O)O)Oc2ccc(Cl)cc21 (stereo not given)	-1.9	-0.1	6	-2
COC(=O)c1ccccc1NC(=S)NN1CCOCC1	-1.4	-0.1	-5	-8
Cc1cc(C)n2c(SCC(=O)Nc3sc4c(c3C(N)=O)CCC(C)C4)nnc2n1 (stereo not given)	-0.2	-0.1	13	4
O=C1N[C@@H](CO)C(=O)N2CCN(Cc3ccc(F)c(F)c3)C[C@H]12	2.4	-0.1	-9	-2
O=C(NCc1ccccc1)c1nn2cc(Br)cnc2c1Br	-0.2	0.0	1	6
O=C(CSc1nnnn1C1CCCC1)NCCc1ccccc1	0.1	-0.1	-3	-8
O=C1N[C@@H](Cc2c[nH]c3ccccc23)C(=O)N2CCN(Cc3cccs3)C[C@H]12	0.1	0.4	18	11
COC(=O)c1cc(OC)c(OC)cc1NC(=O)c1oc2ccccc2c1C	0.1	0.1	-1	-1
CCCCNS(=O)(=O)c1ccc(S(=O)(=O)NCc2ccncc2)cc1	-0.9	0.2	17	18
CCOC(=O)c1cc(NC(=O)CSc2nc3ccccc3s2)cc(C(=O)OCC)c1	-1.6	1.0	-8	-10
OC(CN1c2ccccc2Sc2ccccc21)Cn1nnc2ccccc21 (stereo not given)	0.3	1.1	18	-25
CC(C)C(C)(C#N)NC(=O)CSc1nnc(-c2ccc3c(c2)OCO3)o1 (stereo not given)	0.4	0.0	9	-3
CC(C)[C@H](Cn1nc(C2CC2)ccc1=O)NC(=O)C1(c2ccccc2)CC1	0.6	-0.1	-1	-4
CCOc1ccc(N(CC(=O)NC(C)(C)CC)C(=O)CCC(=O)Nc2nccs2)cc1	-1.2	0.0	-2	13
COC(=O)c1ccccc1NS(=O)(=O)C1CC1	-0.1	0.4	12	18
O=C(CSc1nc2cc3c(cc2c(=O)n1Cc1ccco1)OCO3)c1ccc(Br)cc1	1.3	-0.4	1	-5
CCc1nc(SCC(=O)OC)c2c3c(sc2n1)CCCC3	0.0	-0.1	-16	7
O=C(c1cccs1)N1CCN(c2nc(N3CCCC3)nc(-n3ccnc3)n2)CC1	-0.7	0.0	-1	10
CC(C)CNC(=O)c1sc(=S)n(-c2ccc(Cl)cc2)c1N	-0.9	-0.4	-6	-4
Cc1cc(C)n2c(SCC(=O)Nc3cccc(I)c3)nnc2n1	1.3	-0.1	10	0

In a second layout: six of the compounds above
Screens in order: GPR151 activ	FBW7 activator	MITF inh	TEAD-YAP block
> CCCC(=O)Nc1ccc(NC(=O)c2ccccc2[N+](=O)[O-])cc1
→ -1.1	-0.1	1	4
> Cc1cc(C)n2c(SCC(=O)Nc3sc4c(c3C(N)=O)CCC(C)C4)nnc2n1 (stereo not given)
→ -0.2	-0.1	13	4
> OC(CN1c2ccccc2Sc2ccccc21)Cn1nnc2ccccc21 (stereo not given)
→ 0.3	1.1	18	-25
> COC(=O)c1cc(OC)c(OC)cc1NC(=O)c1oc2ccccc2c1C
→ 0.1	0.1	-1	-1
> CC(C)C(C)(C#N)NC(=O)CSc1nnc(-c2ccc3c(c2)OCO3)o1 (stereo not given)
→ 0.4	0.0	9	-3
> CCCCNS(=O)(=O)c1ccc(S(=O)(=O)NCc2ccncc2)cc1
→ -0.9	0.2	17	18

Further entries:
SMILES	GPR151 activ	FBW7 activator	MITF inh	TEAD-YAP block
OCc1nc2ccccc2n1Cc1nnc(-c2ccc(Cl)cc2)o1	4.5	0.1	-20	-5
CSc1ccccc1NC(=O)c1cc2c(=O)n(C)c(=O)n(C)c2s1	1.5	-0.2	2	5
c1ccc(CN2CCC(Nc3cc(Nc4ccncn4)ncn3)CC2)cc1	-0.7	-0.1	-3	-1
C/C(Nc1ccccc1O)=C1/C(=O)C[C@@H]2[C@H]1C2(C)C	-0.7	0.0	3	-13
Cc1ccc(S(=O)(=O)/N=C(/c2ccccc2)N2CCOCC2)cc1	-0.5	0.0	-4	-10
COc1ccc(N2CCn3c(SCc4ccccc4)nnc32)cc1	-0.2	0.0	3	17
CC(C)NS(=O)(=O)c1ccc(NC(=O)C(C)Sc2nc3ccccc3s2)cc1 (stereo not given)	0.4	0.1	-5	3
CC(C)CNc1nc2c(c(=O)n(C)c(=O)n2C)n1Cc1ccc(Br)cc1	3.1	-0.3	-10	-7
FC(F)Oc1ccccc1NC1=NCCC1	-0.2	0.3	9	13
O=C(Nc1nn[nH]n1)c1ccc(F)cc1Cl	0.8	0.0	-2	15
CCc1ccc(NC(=O)C(=O)N/N=C(\C)CC(=O)Nc2ccccc2OC)cc1	-0.5	0.0	-9	-14
CCC(=O)Nc1sc(C(=O)N2CCCCC2)c(C)c1C#N	1.8	-0.1	1	4
CC(C)=CCCC(C)CN1CCc2nnc(CNC(=O)c3ccccn3)n2CC1 (stereo not given)	6.8*	-0.1	8	2
CCOC(=O)CN1C(=O)S/C(=C/c2ccc(C)o2)C1=O	-0.2	0.1	8	11
COc1ccc(CN(Cc2ccc(C(=O)O)cc2)C(=S)Nc2cc(C)cc(C)c2)cc1OC	-0.2	-0.1	12	1
COc1ccc(CCNC(=O)CN(c2cccc(C(C)=O)c2)S(C)(=O)=O)cc1OC	-0.2	0.0	-4	-6
O=C(Nc1nc2ccccc2s1)c1c(O)c2c([nH]c1=O)CCCC2	-1.0	-0.2	14	-4
CCOc1ccc(CNCCCN2CCOCC2)cc1OC	0.3	-0.2	43	7
COc1cccc(/C=N/NC(=O)COc2ccc(-c3ccccc3)cc2)c1O	3.0	0.1	12	10
CC1=C(C(=O)Nc2ccccc2C)C(c2cccs2)C(C#N)=C(SCC(=O)c2ccc(C)cc2)N1 (stereo not given)	0.1	0.1	9	6
COc1ccc(C(=O)Nc2cccc(C(=O)O)c2)cc1OC	-8.9	-0.1	-2	-3
CC(C)c1ccc(NC(=O)CN(c2ccc(Cl)cc2)S(C)(=O)=O)cc1	6.2*	0.3	-18	-67
CC(C)c1ccc(/C=C2N=C(/C=C/c3ccccc3)OC/2=O)cc1	1.1	0.2	8	3
COCCCN1C(=O)c2cccc3cc(Br)cc(c23)C1=O	0.9	0.1	16	0
C=CCc1cc(OC)ccc1OCCNCCCOC	-2.8	0.3	52*	6

Pulled by structure from the list above:
SMILES	GPR151 activ	FBW7 activator	MITF inh	TEAD-YAP block
O=C(c1cccs1)N1CCN(c2nc(N3CCCC3)nc(-n3ccnc3)n2)CC1	-0.7	0.0	-1	10
CS(=O)(=O)N1CC(C(=O)O)Oc2ccc(Cl)cc21 (stereo not given)	-1.9	-0.1	6	-2

Additional structures:
SMILES	GPR151 activ	FBW7 activator	MITF inh	TEAD-YAP block
COc1cccc(CNC(=O)CSc2ncc(-c3cccc(Br)c3)o2)c1OC	-0.4	0.8	7	3
CCC(C)(NC(=O)c1ccccn1)C(=O)NC1CCCC1 (stereo not given)	0.8	-0.1	7	-3
N#Cc1ccc(-c2ccc(OCC(=O)Nc3ccc(C(N)=O)cc3)cc2)cc1	-0.6	0.0	-5	-10
CCOC(=O)CCc1c(C)c(C#N)c2nc3ccccc3n2c1-n1nnc2ccccc21	0.1	0.1	-11	-3
Cc1cc(NC(=O)CCN2C(=O)C3C4C=CC(C4)C3C2=O)c(C)cc1Br (stereo not given)	0.8	-0.1	10	-1
O=C(O)C1C2C=CC(C2)C1C(=O)N1CCN(c2cccc(Cl)c2)CC1 (stereo not given)	-0.3	-0.1	-6	10
CCCC1(C2CCN(C(=O)c3cccc(F)c3)CC2)NC(=O)N(CC2CCCO2)C1=O (stereo not given)	-0.7	-0.1	2	-20
Cc1ccc(NC(=O)CC2C(=O)Nc3ccccc3N2C(=O)c2cccs2)cc1C (stereo not given)	-2.0	0.1	7	-3
O=C(CSc1nnc(-c2ccco2)n1-c1ccccc1)NCc1cccs1	-0.1	-0.1	4	8
CCC(C(=O)NC(C)(C)C)N(C(=O)Cn1nnc(-c2ccc(C)o2)n1)c1ccccc1C (stereo not given)	-0.2	-0.1	-3	-1
O=C(CN1C(=O)COc2ccccc21)OC1CCCCC1	2.3	1.1	19	-8
COc1ccc2oc(=O)c(-c3cn4cccnc4n3)cc2c1	0.5	0.0	72*	-26
CN(C)c1cccc(Nc2nc(C(=O)NCCOc3ccccc3)cs2)c1	-1.0	0.0	5	-33
COc1cc(NC(=O)c2cc3c(s2)-c2ccccc2S(=O)(=O)C3)cc(OC)c1OC	1.8	0.2	6	9
CC(=O)c1cccc(NC(=O)CSc2nc3ccc(C)cc3cc2C#N)c1	1.5	0.0	7	-4
O=C(/C=C/c1ccco1)Nc1ccc(C(=O)N2CCOCC2)cc1	-0.7	-0.1	10	-14
Fc1ccc(C2=CC(c3cc(Cl)ccc3OC(F)F)n3nnnc3N2)cc1 (stereo not given)	2.6	-0.2	6	6
COCC(=O)NNC(=S)NCCc1ccc(OC)c(OC)c1	1.3	0.0	4	10
O=C(CC1CCCCN1S(=O)(=O)c1ccc(Cl)cc1)NCc1cccs1 (stereo not given)	0.4	-0.1	-4	3
CCOc1cc(C2C(C(=O)OC)=C(C)NC3=C2C(=O)CC(c2ccccc2)C3)ccc1OC(C)=O (stereo not given)	-0.5	0.1	15	2
CN(C)C=Nc1ccc(OCc2ccccc2)cc1	-1.9	0.0	1	-49
CCOc1ccc(OCC)c(NC(=O)CCC(=O)N2CCOc3ccccc32)c1	-0.1	-0.1	5	-1
COc1ccc(OC)c(C(=O)CSc2nnc(CC(C)c3ccccc3)n2N)c1 (stereo not given)	-0.6	0.0	0	-10
C=CCn1c(NCCCN(C)C)cc(=O)n(C)c1=O	-0.4	0.1	-1	1
CCC(C)(C)NC(=O)c1cc(=O)[nH]c2ccccc12	0.7	0.0	1	3

Following part.
SMILES	GPR151 activ	FBW7 activator	MITF inh	TEAD-YAP block
Cc1ccc(C)c(N(C(=O)c2snc(C(N)=O)c2N)C(C)C(=O)NC2CCCCC2)c1 (stereo not given)	0.8	0.1	-16	1
O=C(O)CCNC(=O)/C(=C\c1ccc2c(c1)OCO2)NC(=O)c1ccccc1Br	-0.9	-0.1	-5	-7
O=c1[nH]c(CN2CCN(c3ccc([N+](=O)[O-])cc3)CC2)nc2ccsc12	2.5	0.0	-5	6
CCCNC(=O)NC(C(=O)OC)C12CC3CC(CC(C3)C1)C2 (stereo not given)	-0.9	0.1	1	-1
CC(=O)c1cccc(NC(=O)COC(=O)c2ccc(S(C)(=O)=O)c([N+](=O)[O-])c2)c1	-1.3	-0.2	-2	12
CCOC(=O)C1=C(C)NC(c2ccccc2)=C(C(=O)OCc2ccc([N+](=O)[O-])cc2)C1C#Cc1ccccc1 (stereo not given)	0.0	0.0	-9	nt
C1=CC2C(C1)C1CC2C2C1N=NN2Cc1ccccc1 (stereo not given)	0.3	0.0	-1	-5
CCNCC(=O)Nc1ccc(OC)cc1	-1.1	0.0	-3	-2
CCn1c2cc(C)oc2c2cnn(CC(=O)NC(C)C)c(=O)c21	0.9	0.3	1	-15
CCN(CC)CCNC(=O)CN1N=C(c2ccc(OC)cc2)CCC1=O	0.3	0.1	2	1
COc1cccc(C2CC(=O)NC(SCc3ccccc3)=C2C#N)c1 (stereo not given)	-0.3	0.7	-4	-2
Cc1[nH]nc2c1C(c1ccc(F)cc1)C1=C(CC(C)(C)CC1=O)N2 (stereo not given)	3.9	0.0	3	20
COc1ccc(/C=N/Nc2nc3ccccc3[nH]c2=O)cc1OC	-1.2	-0.1	4	3
